ER stress rescue = protection against thapsigargin-triggered cell killing – 384-well, CSM14.1, ATP luminescence, primary screen (AID 1222); CSM14.1 thapsigargin-induced death rescue, ATP luminescence; higher % means a stronger effect; cellular ATP content (survival), % at 20 µM, or EC50 in µM where a hit was titrated; 190,000 tested, under 10 active;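 active means EC50 below 50 µM in the dose-response confirmation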;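 further: death triggered by thapsigargin at about 15 µM added after 2 h compound pretreatment; cell ATP read after overnight thapsigargin exposure of roughly 18 to 22 hours; normalized against plate controls of thapsigargin alone and 5% DMSO vehicle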
TNAP activators = stimulation of alkaline phosphatase TNAP activity – biochemical, luminescent, no phosphate acceptor, uHTS, primary screen (AID 1001); purified TNAP, luminescent activation assay, no phosphate acceptor; higher activation fold means a stronger effect; 200,000 tested, 0.03% active; one-dose activation fold at 20 µM; EC50 in µM for titrated hits; in the data active means activation fold from about 3, or a potency from the dose series; inactive means the rest, 99 in 100 with activation fold below about 1.6; further: many of its hits are not listed in these tables
PhoP inhibition = PhoP-dependent GFP reporter repression – Salmonella Typhimurium, primary screen (AID 1863) | S. Typhimurium PhoP-regulated promoter GFP reporter, 4 h; higher % means a stronger effect | inhibition, % at 50 µM; hits with a dose series show IC50 in µM | 300,000 tested, 0.16% active;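 active means inhibition over 29.93%, a cutoff 3 SD above the screen mean, later confirmed by dose response; inconclusive means inhibition over 29.93% but no dose response follow-up; inactive means inhibition at most 29.93% or unconfirmed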;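 further: 0% = low Mg2+ inducing control and 100% = high Mg2+ repressing control; strong numbers were not always called active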
PMI inhibition = human PMI inhibitors, high substrate, primary screen, biochemical, fluorescence intensity, high mannose 6-phosphate (AID 1220); recombinant PMI enzyme, coupled fluorescence intensity; higher % means a stronger effect; one-dose inhibition, % at 20 µM; IC50 in µM for titrated hits; 190,000 tested, 0.66% active
Ins promoter up = MIN6 insulin promoter up-regulation; MIN6 insulin promoter-GFP reporter, high-content imaging; active compounds read high; z-score at 5 µM; 190,000 tested, 0.3% active; AID 1625;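 active means z-score above 3 at 5 µM with at least 500 cells counted in the well; inconclusive means wells under 500 cells, flagged as cytotoxic or low count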
West Nile antiviral = inhibition of WNV-induced cytopathic effect – cell-based, CPE readout (AID 1621) | West Nile virus-infected cells, CPE inhibition; higher % means a stronger effect | CPE inhibition, % at 10 µM; hits with a dose series show IC50 in µM | 290,000 tested, 0.02% active; in the data active means a potency from the dose series; inconclusive means CPE inhibition mostly from about 3.7% at the one dose, without a potency; inactive means the rest, 99 in 100 with CPE inhibition below about 2.2%; further: strong numbers were not always called active
SV40 large T antigen = TAg ATPase/helicase activity blockers – biochemical (AID 1903) | inhibition, % at 20 µM, or IC50 in µM where a hit was titrated | SV40 large T antigen ATPase/helicase inhibition assay; higher % means a stronger effect | 310,000 tested, 0.39% active; in the data active means a potency from the dose series; inconclusive means inhibition mostly from about 32% at the one dose, without a potency; inactive means the rest, 99 in 100 with inhibition below about 32%; further: strong numbers were not always called active
human PMI inhibition = inhibitors of human PMI, primary screen, biochemical, fluorescence intensity, coupled assay (AID 1209). 190,000 tested, 0.42% active. inhibition, % at 20 µM; hits with a dose series show IC50 in µM. purified PMI enzyme, coupled fluorescence intensity; higher % means a stronger effect;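 further: plate controls were DMSO vehicle for no effect and wells lacking substrate for full effect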
RSV antiviral HEp-2 = RSV antiviral activity via CPE protection, HEp-2 cells, primary 10 µM value included (AID 2391) | HEp-2 cells, RSV-induced CPE inhibition; higher % means a stronger effect | one-dose CPE inhibition, % at 10 µM; IC50 in µM for titrated hits | 310,000 tested, 0.13% active; in the data active means a potency from the dose series; inconclusive means CPE inhibition mostly from about 23% at the one dose, without a potency; inactive means the rest, 99 in 100 with CPE inhibition below about 21%; further: strong numbers were not always called active
Ins promoter up cell count = also measured in Ins promoter up; calls as there; cell count; measured here: cytotoxicity, nuclei count;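 total cells summed across four imaged fields per well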
An asterisk follows results filed as active; ? = inconclusive; . = no result given. Unless noted, no stated cut-off is given here; in the data, active means inhibition above about 50%; inactive means the rest.

Structure,PMI inhibition,PhoP inhibition,RSV antiviral HEp-2,Ins promoter up cell count,SV40 large T antigen,Ins promoter up,human PMI inhibition,TNAP activators,ER stress rescue,West Nile antiviral
COc1cc2c(=O)n(CCC(=O)NCC3CCCO3)c(=O)n(CC(=O)Nc3ccccc3C)c2cc1OC (centres undefined),.,-3%,16%,.,6%,.,.,.,.,0.2%
O=C(Nc1ccc(Oc2ccccc2)cc1)c1ccc(Cn2c(=O)[nH]c3ccsc3c2=O)cc1,1%,3%,3.9%,1303,8%,-0.29,-4%,1,-1.9%,.
COc1ccc(/C=C/C(=O)Nc2ccccc2)cc1OC,3%,-11%,3.8%,1364,-8%,-0.44,6%,1,-1.0%,-0.3%
CCSc1nc(N2CCOCC2)c2c(c1C#N)CCCC2,10%,7%,2.9%,1187,-10%,0.58,14%,1.1,-0.4%,0.6%
COc1cccc(N(CC(=O)Nc2ccccc2C(=O)N2CCCC2)S(C)(=O)=O)c1,.,4%,0.7%,.,7%,.,.,.,.,-0.4%
COc1ccc(-c2nnc(NC(=O)Cc3ccccc3)o2)cc1,.,-13%,2.8%,.,0%,.,.,.,.,0.1%
Cc1c(C(=O)N2CCN(c3ccccn3)CC2)oc2c1C(=O)CC(C)(C)C2,.,-4%,1.5%,.,9%,.,.,.,.,0.3%
CCNS(=O)(=O)c1ccc(CCC(=O)Nc2ccc3c(c2)OCO3)cc1,.,-2%,1.4%,.,6%,.,.,.,.,0.2%
CC(=O)Nc1ccc(NC(=O)CC(NC(=O)c2ccccc2)c2ccccc2)cc1 (centres undefined),.,-7%,1.0%,.,7%,.,.,.,.,1.3%
O=C(COC(=O)/C=C/c1ccccc1[N+](=O)[O-])NC1CC1,8%,-5%,1.6%,1297,6%,-0.02,2%,1.1,.,-0.7%
CCS(=O)(=O)c1ncc(Cl)c(C(=O)Nc2ccc(C)cc2)n1,.,3%,-2.4%,.,7%,.,.,.,.,-0.5%
CCc1ccc(C(=O)NNc2ccc(F)cc2)cc1,.,-11%,.,1460,-2%,-0.26,.,.,.,-0.1%
CCc1ccc(-c2cc(C(=O)NCc3ccco3)c3ccccc3n2)s1,14%,-2%,2.5%,1438,16%,1.9,11%,1,-0.2%,.
N#Cc1c(-c2cccc([N+](=O)[O-])c2)nc2n(c1=O)CCS2,.,2%,0.3%,.,4%,.,.,.,.,-0.7%
Cc1ccc(/C=C2\Sc3ccccc3C2=O)s1,3%,8%,1.8%,1532,4%,-0.93,0%,0.9,-2.7%,-0.2%
CC(=O)N/N=C(\C)CC(=O)Nc1cccc(C(F)(F)F)c1,-6%,5%,2.0%,1268,11%,0.3,-7%,1.1,0.8%,-0.2%
Cc1c(-c2cccc(Cl)c2)nc2ccccc2c1C(=O)NC1CC1,.,5%,1.5%,.,8%,.,.,.,.,-0.5%
COCCn1c(SCC(=O)Nc2ccc(F)cc2)nc2c([nH]c3ccccc32)c1=O,.,2%,2.1%,.,11%,.,.,.,.,-0.8%
Cc1cc(C)n(CCn2nc(C)cc2C)n1,2%,-3%,0.9%,1337,-4%,0.7,-4%,1.1,2.2%,0.8%
O=C(NNC1CC(c2ccccc2)=NN1C(=O)c1ccccc1)c1ccccc1 (centres undefined),13%,-9%,1.6%,1255,3%,0.57,-1%,1.1,-2.7%,-0.8%
Cn1c(=O)[nH]c(=O)c2c1nc(SCc1ccccc1Cl)n2CC(N)=O,.,-4%,0.4%,.,6%,.,.,.,.,0.3%
CC(C)CCC(C(=O)O)C(C)CC(=O)NC1CCCCC1 (centres undefined),1%,-2%,0.0%,1270,5%,-1.2,6%,1.1,-3.7%,0.4%
CC(C(=O)Nc1ccc(F)cc1Cl)N(C)CCOc1ccccc1 (centres undefined),.,3%,5.7%,.,10%,.,.,.,.,0.3%
CCOCCCn1c(=NC(=O)c2ccc(OC)c(OC)c2)c(C#N)cc2c(=O)n3cccc(C)c3nc21,3%,-2%,0.5%,857,1%,-0.52,12%,1,3.4%,.
O=C(NC1CCCCCC1)C1c2ccccc2C(=O)N1Cc1ccco1 (centres undefined),7%,-5%,-0.3%,1269,1%,-0.12,4%,1.1,-0.7%,0.1%
Cc1nnc2sc(SCC(=O)N3CCC(C)CC3)nn2c1=O,.,5%,0.5%,.,12%,.,.,.,.,-0.4%
Cc1nc2sccn2c1-c1csc(NCc2ccccc2)n1,34%,-14%,0.8%,.,12%,?,-6%,1.1,-1.2%,0.5%
CC(=O)N/C(=C/c1ccc(Cl)cc1)C(=O)NCCc1c[nH]c2ccccc12,-2%,0%,11%,1378,0%,-0.07,2%,1,-0.7%,.
CCc1nc2cc3sc(CC)nc3cc2s1,-4%,3%,?,1235,6%,0.35,-3%,1.1,-1.8%,0.0%
O=C(Cn1cc(C(F)(F)F)ccc1=O)N/N=C/c1ccccc1,4%,1%,2.4%,1172,10%,-0.04,3%,1,0.0%,0.7%
NNC(=O)CSc1ncc(-c2ccccc2)[nH]1,12%,0%,-0.1%,1255,6%,-0.17,1%,1.2,-1.6%,0.3%
CC(C)c1ccc(C2=NN(c3ccccc3)C(=O)CC2)cc1,2%,1%,4.0%,1454,?,0.06,6%,1,-1.1%,0.2%
CC(C)(C)NC(=O)c1ccc(COCC(F)(F)F)o1,-1%,1%,0.6%,1269,9%,-0.35,9%,1.1,0.7%,-0.7%
CCCn1c(C(C)Nc2nc(-c3ccc(OC)cc3)cs2)nc2ccccc21 (centres undefined),.,-8%,5.3%,.,23%,.,.,.,.,0.0%
CN(C)CCCNC(=S)Nc1ccc(Br)cc1,.,-6%,-0.5%,976,12%,0.42,.,.,.,1.4%
O=C(O)CCCC(=O)Nc1cccc(-c2nc3ccccc3[nH]2)c1,8%,4%,2.0%,.,16%,.,8%,1.1,-1.1%,0.3%
O=[N+]([O-])c1ccc(-n2cccc2/C=N/Nc2nc(N3CCCCC3)nc(N3CCCCC3)n2)cc1,.,7%,2.1%,.,10%,.,.,1,-0.3%,-0.3%
C#CCOCCOCCOCCNc1nc(N2CCOCC2)nc(N2CCN(C(=O)[C@H]([C@@H](C)CC)n3cc(CCCCN)nn3)CC2)n1,-23%,3%,-0.2%,1210,5%,0.85,-25%,1.1,-3.0%,1.3%
Cc1ccc([N+](=O)[O-])cc1/C=N/Nc1nnnn1-c1ccccc1,4%,-2%,0.8%,900,-3%,-0.93,-3%,1.1,-1.9%,-0.5%
Cc1ccc(C(=O)NCCC(=O)Nc2ccccc2C)cc1,.,-5%,-0.6%,.,6%,.,.,.,.,0.0%
NS(=O)(=O)c1ccc(NC(=S)N2CCN(S(=O)(=O)c3ccc(F)cc3)CC2)cc1,17%,-5%,1.1%,1310,15%,0.18,9%,1.1,-2.2%,-0.8%
O=C(NCC1CCCO1)c1ccc(Br)o1 (centres undefined),-2%,8%,1.2%,1412,14%,-0.39,-8%,1.1,0.7%,1.1%
CCOC(=O)c1cc(-c2csc(COc3ccccc3Cl)n2)on1,.,-7%,0.1%,1374,6%,0.01,.,.,.,0.4%
CCCCOc1ccc(S(N)(=O)=O)cc1,10%,0%,0.8%,.,3%,.,11%,1.1,-3.1%,0.1%
CCN(CC)S(=O)(=O)c1ccc(C(=O)Nc2ccc3c(c2)OCCO3)cc1,-4%,-10%,2.6%,1213,5%,0.9,-6%,0.9,-2.0%,0.1%
CC(C)C(=O)Nc1ccc(NC(=O)CCc2ccccc2)cn1,8%,-5%,1.7%,.,2%,.,-4%,1.1,-0.9%,-0.7%
COc1ccccc1CC(=O)Nc1cccc(C)n1,8%,0%,2.5%,1524,-5%,-0.45,11%,1.1,0.7%,-0.1%
O=C1NCCCN1Cc1ccc(Cl)cc1,.,6%,1.0%,.,20%,.,.,.,.,0.4%
Cc1ccccc1C(=O)Nc1ccc2c(c1)OCCO2,.,8%,1.9%,.,11%,.,.,.,.,-0.2%
Cn1c(CCNC(=O)c2ccccc2F)nnc1SCc1nc2ccccc2c(=O)[nH]1,4%,-6%,0.6%,1203,8%,-0.79,4%,1.1,-3.0%,-0.2%
Cc1ccc(C2/C(=C(/O)c3cnn(-c4ccccc4)c3C)C(=O)C(=O)N2CCCN2CCOCC2)o1 (centres undefined),.,2%,0.3%,1094,12%,-0.13,.,.,.,-0.1%
CCCCn1nnc(NC(=O)Cc2ccc(Cl)cc2)n1,-7%,3%,-1.2%,1162,-1%,0.35,2%,1.1,-2.2%,0.3%
COc1ccc2cc(CN(C(=O)Nc3ccccc3OC)C3CCCC3)c(=O)[nH]c2c1,16%,-2%,-0.2%,1192,11%,-0.1,12%,1.1,-1.4%,-0.4%
O=C(O)CCN1C(=O)c2ccc(NC(=O)Cc3ccc(Cl)cc3)cc2C1=O,5%,7%,-0.2%,1385,21%,0.13,9%,1.1,-0.4%,-0.3%
CC(CN(C)Cc1nc(Cc2cccc(C(F)(F)F)c2)no1)CN1CCCC1 (centres undefined),11%,2%,-1.5%,1678,1%,-0.52,15%,1,2.9%,-0.5%
CC1CN(c2ccccc2)CCN1Cc1nc(Cc2ccccc2)no1 (centres undefined),3%,-8%,1.5%,1382,4%,0.41,8%,1.1,0.6%,-0.5%
COc1ccccc1NC(=O)Oc1ccc(C(C)=O)cc1,-6%,1%,1.0%,1589,-4%,-0.1,-2%,1.1,1.1%,-0.6%
CCCc1nc2sc3c(SCC(=O)NCc4ccco4)ncnc3c2c2c1CCC2,8%,18%,-1.6%,1127,36%,-0.86,-4%,1.1,-0.5%,0.6%
Cc1nn(C)cc1CNC(=O)C1C2CCC(C2)C1C(=O)O (centres undefined),-6%,10%,1.7%,1628,11%,0.17,-10%,1,-2.0%,0.1%
Cc1ccc(CN2CCN(Cc3ccccc3)C(CCO)C2)s1 (centres undefined),-2%,12%,1.8%,.,4%,.,-2%,1.1,0.1%,-0.5%

(more compounds)
Structure,PMI inhibition,PhoP inhibition,RSV antiviral HEp-2,Ins promoter up cell count,SV40 large T antigen,Ins promoter up,human PMI inhibition,TNAP activators,ER stress rescue,West Nile antiviral
O=C(O)c1nccnc1C(=O)Nc1ccc(Cl)cc1Cl,.,9%,0.4%,.,10%,.,.,.,.,-0.2%
CC(=O)c1c(C)c2c(n1CCN(C)C)CCCC2,9%,0%,0.3%,965,7%,0.04,15%,1.2,-1.7%,-0.1%
Cc1cc(N)n2nc(-c3ccc(C(C)(C)C)cc3)cc2n1,10%,26%,14%,829,11%,-1.3,10%,1,-2.0%,0.2%
Cc1ccc(C(=O)COC(=O)CNS(=O)(=O)c2ccccc2)cc1[N+](=O)[O-],-8%,38%,0.1%,1359,-1%,0.76,-5%,1,-2.7%,0.2%

Bioassay records deposited in PubChem BioAssay by several laboratories.
